Source: PubChem
Growth percent in the NCI-60 one-dose screen (48 h, 10 µM unless noted): 100 = growth as untreated, 0 = no growth, -100 = all killed.
SF-295: SF-295 CNS cancer cells. 79,000 tested, 5.6% active. AID 1794758
DU-145: DU-145 prostate cancer. 81,000 tested, 4.2% active
SF-268: SF-268 CNS cancer cells | AID 1794759 | 82,000 tested, 3.1% active
U251: U251 CNS tumor cells. 80,000 tested, 5.4% active. AID 1794753
SF-539: SF-539 CNS cancer. 81,000 tested, 6.8% active. AID 1794752
PC-3: PC-3 prostate cancer cells; 80,000 tested, 3.9% active; AID 1794754
SNB-75: SNB-75 CNS cancer; 79,000 tested, 5% active
SNB-19: SNB-19 CNS cancer cells; 81,000 tested, 2.5% active
HCC-2998: HCC-2998 colon cancer | AID 1794799 | 79,000 tested, 4.7% active
* = called active by the depositor; . = not tested or not shown. How the source made its calls: active means growth percent below 10; inactive means the rest. Random draw from the library; 9.9% or so of the library scored in one or more.

SMILES | SF-295 | DU-145 | SF-268 | U251 | SF-539 | PC-3 | SNB-75 | SNB-19 | HCC-2998
CC(=O)OCC(=O)[C@@]1(O)[C@@H](C)CC2C3CCC4=CC(=O)C=C[C@]4(C)[C@@]3(F)[C@@H](O)C[C@@]21C (some centres not stated) | 114 | 101 | 102 | 103 | 102 | 81 | 130 | 98 | 110
CC1(C)C2CCC(O)(C(=O)O)C1C2 (configuration not stated) | 103 | . | 112 | 113 | 103 | 95 | 83 | 102 | 118
CCOC(=O)c1nn(-c2ccc([N+](=O)[O-])cc2)c(=N/N=C/c2c(O)cc3oc(C)cc(=O)c3c2OC)s1 | 95 | 94 | 81 | 93 | 93 | 91 | 95 | 89 | 102
O=c1c2cc(F)ccc2sc2c(Cl)nc3ccc(Cl)cc3c12 | 100 | 110 | 98 | 105 | 96 | 101 | 76 | 104 | 82
C[Si](C)(CI)O[Si](C)(C)CI | 97 | 107 | 99 | 97 | 104 | 92 | 91 | 106 | 85
COc1cc2ncnc(Nc3ccc(S(=O)(=O)Nc4nccs4)cc3)c2cc1OCCCN1CCN(c2ccccc2)CC1 | 103 | 113 | 99 | 103 | 101 | 102 | 98 | 101 | 101
Cc1ccc(S(=O)(=O)N2CCn3c(nnc3C(F)(F)F)C2)cc1[N+](=O)[O-] | 97 | 109 | 84 | 96 | 94 | 97 | . | 95 | 106
CN1C(=O)N(C)C2C1NN=c1s/c(=C\c3ccc([N+](=O)[O-])cc3)c(=O)n12 (configuration not stated) | 41 | 77 | 77 | 70 | 55 | 46 | . | 54 | 85
Cc1cc(N2CCOCC2)nc(-n2ccnc2)n1 | 94 | 104 | 99 | 93 | 93 | 87 | 93 | 91 | 103
CCCNS(=O)(=O)c1cc(C(=O)Nc2ccc(NC(=O)c3cc(S(=O)(=O)NCCC)c(O)c(O)c3O)cc2)c(O)c(O)c1O | . | 105 | 89 | 96 | 99 | 96 | 83 | 104 | 101
Cn1cnc([N+](=O)[O-])c1Sc1nnc(-c2ccccc2)c(-c2ccccc2)n1 | 88 | 82 | 85 | 78 | 111 | 96 | 100 | 109 | 97
O=C(CSc1nccc(Nc2cccc3ccccc23)n1)c1ccc(Cl)cc1 | 95 | 116 | 95 | 96 | 95 | 84 | 88 | 89 | 101
Cc1ccc(Nc2[nH]c(=O)[nH]c(=O)c2N=O)cc1 | 93 | 117 | 107 | 103 | 102 | 81 | 81 | 99 | 105
CCS(=O)(=O)C(Br)CBr (configuration not stated) | 99 | 100 | 103 | . | 108 | 109 | 82 | 94 | 102
Cc1cccc(Nc2cc(=S)nc(N)[nH]2)c1 | 104 | 112 | 103 | 101 | 95 | 114 | 86 | 96 | 103
O=C(Nc1ccccc1)C1CNCCS1 (configuration not stated) | 97 | 112 | 94 | 100 | 104 | 103 | 84 | 102 | 107
O=C(NCc1ccccc1)c1ccc2c(c1)NC(=O)[C@@H]1CCCN21 | 99 | 100 | 96 | 102 | 105 | 103 | 87 | 95 | 88
C=CCn1cc(-c2nc3ccccc3s2)c2cc(-c3ccc4c5c(cccc35)C(=O)N(C3CCCCC3)C4=O)ccc21 | 100 | 111 | 93 | 101 | 99 | 93 | . | 94 | 109
CCSC(c1ccccc1)(c1ccccc1)c1ccccc1 | 95 | 103 | 91 | 107 | 101 | 94 | 86 | 102 | 89
CCN(CC)c1ccc2c(c1)Oc1nc(N)c(C#N)c(N)c1C2Sc1ccc(SC)cc1 (configuration not stated) | -54* | -48* | 4.6* | -92* | -72* | -28* | -55* | -64* | -72*
NC(=S)N/N=C(/C=C/c1cn(-c2ccccc2)nc1-c1ccc(Cl)cc1)c1cc2ccccc2oc1=O | 25 | 58 | 53 | 35 | 51 | 28 | . | 48 | 66
Cc1cc(C)cc(Oc2cccc(-c3c(C)nnn3C3CCN(CCN(C)C)CC3)n2)c1 | 33 | 56 | 52 | 36 | 34 | 38 | 17 | 48 | 0.2*
CC(=O)CC(=O)Nc1ccc(NC(=O)CC(C)=O)cc1 | 116 | 122 | 114 | 106 | 99 | 98 | 88 | 103 | 94
C=CCn1c(SCC(=O)Nc2ccc(/C(C)=N\O)cc2)nnc1-c1cc(-c2ccccc2)nc2ccccc12 | . | 75 | 63 | 59 | 51 | 43 | 58 | 69 | 62
Cc1ccc(S(=O)(=O)NCCCNc2nccc(-c3c(-c4cccc(F)c4)nc4sccn34)n2)cc1 | 84 | 77 | 66 | 82 | 95 | 68 | 99 | 92 | 98

More results
SMILES | SF-295 | DU-145 | SF-268 | U251 | SF-539 | PC-3 | SNB-75 | SNB-19 | HCC-2998
O=C(Nc1nc2cnc(N3CCOCC3)cc2s1)c1ccccc1 | 94 | 103 | 109 | 101 | 100 | 95 | 109 | 93 | 104
COc1ccc(Nc2ncccc2NC(=O)c2cn(Cc3cccc(Oc4ccccc4)c3)nn2)c(OC)c1 | 96 | 92 | 84 | 91 | 108 | 81 | 98 | 86 | 97
Cc1cccc(Cc2cnc(NC(=O)CSc3nnc(Cc4ccccc4Nc4c(Cl)cccc4Cl)o3)s2)c1 | 79 | 72 | 85 | 30 | 48 | 75 | 93 | 61 | 108
CCCCc1nc(/C=C/C(=O)c2ccc(C(F)(F)F)cc2)c(Cl)[nH]1 | 91 | 102 | 96 | 86 | 100 | 69 | 93 | 93 | 98
CCCCOc1nc(-c2cccnc2)cc(-c2ccc(OC)c(OC)c2)c1C#N | 99 | 98 | 95 | 85 | 100 | 89 | 84 | 86 | 103
N#CC1C(=O)NC(=O)C(C#N)C12CCCc1sccc12 (configuration not stated) | 84 | 109 | 106 | 113 | 104 | 87 | 102 | 105 | 108
COc1cc(-c2nc(-c3nnc(-c4ccc(F)cc4F)o3)c3ccccn23)cc(OC)c1OC | 88 | 94 | 94 | 103 | 93 | 102 | 93 | 100 | 100
O=[N+]([O-])c1ccccc1Nc1ccccc1 | 120 | 125 | 102 | 97 | 99 | 99 | . | 97 | 105
Cc1ccc(-c2cnc3sc4ccc(Cl)cc4n23)cc1 | . | 101 | 98 | 105 | 94 | 83 | 94 | 96 | 105
Clc1ccc2[nH]cc(-c3nn4cc(-c5nccs5)nc4s3)c2c1 | 94 | 99 | 106 | 102 | 93 | 84 | 89 | 95 | 100
COc1cc2c(c(OC)c1OC)-c1c(cc3c(c1OC)OCO3)C1OC2C(C)C1C (configuration not stated) (tested in a mixture with another compound) | 112 | 135 | 168 | 135 | 151 | 132 | . | 111 | 144
NC(N)=N/N=C\c1c(Cl)cccc1Cl | 61 | 118 | 109 | 81 | 112 | 74 | 81 | 83 | 50
O=C(Cn1[nH]c(=O)c2ccccc2c1=O)OCc1cccc(C(F)(F)F)c1 | 69 | 111 | 104 | 105 | 108 | 97 | 93 | 101 | 84
O=C1CNCCN1 | 97 | 107 | 107 | 104 | 96 | 97 | 93 | 104 | 111
CCCCCN1C=C/C(=C\C(=O)N(C)c2ccc(Oc3ccccc3)cc2)c2ccccc21 | 81 | 103 | 88 | 80 | 93 | 78 | 104 | 88 | 87
CCOC(=O)Cn1c(=O)sc2cc3ccccc3nc21 | 96 | 105 | 94 | 100 | 96 | 106 | 103 | 98 | 100
CC(C)(SCCc1ccncc1)C(N)C(=O)O (configuration not stated) | 112 | 101 | 103 | 95 | 91 | 106 | 108 | 104 | 90
CC(=O)c1c(C)nc2ccccc2c1/C=C/c1ccc(C(F)(F)F)cc1 | 73 | 82 | 81 | 71 | 84 | 52 | 92 | 73 | 80
COc1ccc(C2NN=C3c4ccccc4CCC32)cc1 (configuration not stated) | 40 | 99 | 69 | 80 | 58 | 67 | 48 | 77 | 67
COc1ccc(/C=N/N=C(\C)c2nnn(-c3ccc([N+](=O)[O-])cc3)c2C)cc1 | 96 | 115 | 112 | 102 | 104 | 95 | 111 | 97 | 102
COc1ccc([C@H]2c3[nH]c4ccccc4c3C[C@H]3C(=O)N(C4CCN(Cc5ccccc5)CC4)CC(=O)N23)c(OC)c1 | 102 | 94 | 69 | 77 | 83 | 58 | . | 90 | 96
CO[C@]1(CO)O[C@H](n2cc(C)c(=O)[nH]c2=O)C[C@@H]1O | 106 | 103 | 96 | 103 | 107 | 90 | 84 | 97 | 106
N#Cc1c(-c2ccc(Cl)cc2)nc(SCC(=O)NCCc2ccc(S(N)(=O)=O)cc2)[nH]c1=O | 101 | 109 | 108 | 102 | 93 | 97 | 120 | 97 | 111
CCOC(=O)c1cn2c3c(c(C)cc(C)c3c1=O)C(=O)/C(=C/c1cccc(Cl)c1Cl)C2 | 81 | 102 | 77 | 80 | 77 | 64 | . | 71 | 90
Cc1ccccc1C(=O)c1ccccc1 | 99 | 113 | 107 | 104 | 99 | 103 | 66 | 98 | 107

Another view of 12 compounds above.
Results follow in this order: SF-295 | DU-145 | SF-268 | U251 | SF-539 | PC-3 | SNB-75 | SNB-19 | HCC-2998
O=C(Nc1nc2cnc(N3CCOCC3)cc2s1)c1ccccc1
    94 | 103 | 109 | 101 | 100 | 95 | 109 | 93 | 104
COc1ccc(Nc2ncccc2NC(=O)c2cn(Cc3cccc(Oc4ccccc4)c3)nn2)c(OC)c1
    96 | 92 | 84 | 91 | 108 | 81 | 98 | 86 | 97
Cc1cccc(Cc2cnc(NC(=O)CSc3nnc(Cc4ccccc4Nc4c(Cl)cccc4Cl)o3)s2)c1
    79 | 72 | 85 | 30 | 48 | 75 | 93 | 61 | 108
CCCCc1nc(/C=C/C(=O)c2ccc(C(F)(F)F)cc2)c(Cl)[nH]1
    91 | 102 | 96 | 86 | 100 | 69 | 93 | 93 | 98
CCCCOc1nc(-c2cccnc2)cc(-c2ccc(OC)c(OC)c2)c1C#N
    99 | 98 | 95 | 85 | 100 | 89 | 84 | 86 | 103
N#CC1C(=O)NC(=O)C(C#N)C12CCCc1sccc12 (configuration not stated)
    84 | 109 | 106 | 113 | 104 | 87 | 102 | 105 | 108
COc1cc(-c2nc(-c3nnc(-c4ccc(F)cc4F)o3)c3ccccn23)cc(OC)c1OC
    88 | 94 | 94 | 103 | 93 | 102 | 93 | 100 | 100
O=[N+]([O-])c1ccccc1Nc1ccccc1
    120 | 125 | 102 | 97 | 99 | 99 | . | 97 | 105
Cc1ccc(-c2cnc3sc4ccc(Cl)cc4n23)cc1
    . | 101 | 98 | 105 | 94 | 83 | 94 | 96 | 105
Clc1ccc2[nH]cc(-c3nn4cc(-c5nccs5)nc4s3)c2c1
    94 | 99 | 106 | 102 | 93 | 84 | 89 | 95 | 100
COc1cc2c(c(OC)c1OC)-c1c(cc3c(c1OC)OCO3)C1OC2C(C)C1C (configuration not stated) (tested in a mixture with another compound)
    112 | 135 | 168 | 135 | 151 | 132 | . | 111 | 144
NC(N)=N/N=C\c1c(Cl)cccc1Cl
    61 | 118 | 109 | 81 | 112 | 74 | 81 | 83 | 50

(further entries)
SMILES | SF-295 | DU-145 | SF-268 | U251 | SF-539 | PC-3 | SNB-75 | SNB-19 | HCC-2998
O=C(O)Cn1cc(I)c(=O)c(I)c1 | 99 | 122 | 120 | 97 | 108 | 102 | 106 | 105 | 89
CCOc1ccccc1Oc1nccc(-c2cn(CC(N)=O)nc2-c2cc(C)cc(OC)c2)n1 | 88 | 106 | 98 | 97 | 90 | 94 | 83 | 98 | 96
COc1ccc(N2CCN(c3nc(-c4ccccc4)c(C#N)c(=O)[nH]3)CC2)cc1 | 102 | 107 | 108 | 96 | 100 | 87 | 73 | 103 | 100
O=C(Cn1cccc(NC(=O)OCc2ccccc2)c1=O)NCc1ccccc1 | 104 | 107 | 100 | 95 | 98 | 94 | 90 | 109 | 98
CCCCCCCCOc1cc(/C=N/Nc2cc(C)nc3ccc(Br)cc23)cc(OCCCCCCCC)c1OCCCCCCCC | 104 | 113 | 104 | 108 | 106 | 102 | 104 | 103 | 105
COc1ccc(-n2c(-c3sc(NC(C)=O)nc3C)n[nH]c2=S)cc1 | 87 | 117 | 116 | . | 96 | 94 | 87 | 105 | 100
NS(=O)(=O)c1ccc(NC(=S)/N=C/C2=C(O)c3ccccc3C2=O)cc1 | 105 | . | 98 | 97 | 108 | 92 | 80 | 107 | 115
C/C=C/CN(C)c1ccccc1 | 100 | 113 | 106 | 98 | 91 | 97 | 75 | 98 | 163
COc1cc(C(=O)/C=C/c2c(-c3ccc(Cl)cc3)nc3sc(C)nn23)cc(OC)c1OC | 83 | 93 | 58 | 50 | 45 | 76 | 49 | 99 | .
Cn1cc(-c2cc3ncnc(Nc4ccc(NC(=O)Nc5cc(C(C)(C)C)on5)cc4)c3s2)cn1 | -38* | 48 | 46 | 38 | -48* | 28 | 6.2* | 56 | 74
O=C1CSC(c2cccnc2)N1Nc1ncnc2ccccc12 (configuration not stated) | 105 | 109 | 107 | 104 | 99 | 101 | 91 | 96 | 113
Clc1ccc(C2=N[C@H]3CCC[C@@H]3N(c3ccccc3)C(C(Cl)Cl)=N2)cc1 | 85 | 99 | 89 | 104 | 99 | 94 | 69 | 109 | 95
O=C(O)Cc1ccc(SSc2ccc(CC(=O)O)cc2)cc1 | 98 | 109 | 104 | 103 | 91 | 84 | 78 | 93 | .
Cc1ccc2c(C3NNC(=S)N3)cc(=O)oc2c1 (configuration not stated) | 96 | 106 | 100 | 99 | 98 | 96 | 88 | 96 | 108
N#CCCN(CCC#N)C(CCC(=O)O)C(=O)O (configuration not stated) | . | 105 | 102 | . | 105 | 101 | 84 | 109 | 107
C=CCN=C(NC#N)SC | 132 | 116 | 107 | 103 | 103 | 109 | . | 129 | 167
Cc1cc(O)c(C(C)C)cc1N=Cc1ccc(N(C)C)cc1 | 115 | 113 | 97 | 116 | 101 | 91 | 89 | 99 | 111
COc1ccc(-c2ccc(NNC(=O)c3ccccc3)nn2)cc1OC | 100 | 106 | 92 | 102 | 91 | 98 | 79 | 93 | 107
CCCCN1C(=O)CC(C(=O)OCC)=C1C | 116 | 113 | 107 | 101 | 100 | . | 83 | 102 | 116
O=C(c1ccccc1)c1c(/C=C/c2ccccc2)nc2ccccc2c1/C=C/c1ccccc1 | 105 | 105 | 98 | 96 | 103 | 97 | 83 | 87 | 104
